TexasRed fluor = Texas Red fluorescence interference in TRb-SRC2 counter-screen | TRb/SRC2 Texas Red total fluorescence interference | Potency, µM (highest dose often 106 µM), inactives show at the highest dose fluorescence change, negative = quenching | 0.29% of 280,000 active | AID 1479; active = well fitted curve in either direction with a large enough effect; inconclusive = small, poorly fitted or top-dose-only effect; also: % is scaled to controls: 0 for no effect and ±100 for the full control effect
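Flags fluorescent or light-absorbing compounds by total fluorescence, S + 2P, at 555 nm excitation and 632 nm emission. Mixture: 20 nM Texas Red SRC2 peptide, 0.6 uM human TRb LBD, 1 uM T3, 5% DMSO; compound exposure 5 h at ambient temperature.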
Tau fluor cs = counter-screen for tau fibril formation inhibitors; tau K18 P301L Alexa594 fluorescence, heparin fibrillization; 0.93% of 280,000 active; Potency, µM (top dose mostly 57.7 µM), inactives show top-dose activity change, negative = decrease; AID 1463; also: % is scaled to controls: 0 for no effect and ±100 for the full control effect; nearly all actives have a fitted effect of over 55% in size
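Human K18 P301L tau (15 uM unlabeled plus 0.24 uM Alexa 594-labeled, final) in 100 mM sodium acetate pH 7 was mixed with compound and 20 uM heparin and incubated 6 hr at 37 C.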
RECQ1 helicase = blocks DNA unwinding by human RECQ1; P46063; RECQ1 DNA unwinding, red fluorescence kinetic read; Potency, µM (top dose mostly 57.3 µM), inactives show at the highest dose activity, negative = inhibition, hits mostly inhibitors; 0.54% of 240,000 active;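 also: plate controls were vehicle for no effect and no enzyme for full effect; nearly all actives have a fitted effect of over 30% in size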
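50 nM RECQ1T1 preincubated 15 min with compound in Tris pH 8.0 buffer with MgCl2, DTT, Tween-20 and 2.5 ug/ml poly(dI-dC); started with 200 nM TAMRA/BHQ-2 forked duplex and 2 mM ATP. Unwinding read as fluorescence (525/598 nm), two reads 2 h apart.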
TRb-SRC2 inh = TRbeta-SRC2 interaction inhibition | TRbeta-SRC2 peptide binding, fluorescence polarization; receptor liganded with 1 µM T3 | Potency, µM (top dose mostly 106 µM), for the others: at the top dose activity change, negative = inhibition, usual class: inhibitors | 0.065% of 280,000 active;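 also: plate controls were bound peptide for no effect and peptide without receptor for full effect; nearly all actives have a fitted effect of over 50% in size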
Target sequence (P10828 whole entry, looked up): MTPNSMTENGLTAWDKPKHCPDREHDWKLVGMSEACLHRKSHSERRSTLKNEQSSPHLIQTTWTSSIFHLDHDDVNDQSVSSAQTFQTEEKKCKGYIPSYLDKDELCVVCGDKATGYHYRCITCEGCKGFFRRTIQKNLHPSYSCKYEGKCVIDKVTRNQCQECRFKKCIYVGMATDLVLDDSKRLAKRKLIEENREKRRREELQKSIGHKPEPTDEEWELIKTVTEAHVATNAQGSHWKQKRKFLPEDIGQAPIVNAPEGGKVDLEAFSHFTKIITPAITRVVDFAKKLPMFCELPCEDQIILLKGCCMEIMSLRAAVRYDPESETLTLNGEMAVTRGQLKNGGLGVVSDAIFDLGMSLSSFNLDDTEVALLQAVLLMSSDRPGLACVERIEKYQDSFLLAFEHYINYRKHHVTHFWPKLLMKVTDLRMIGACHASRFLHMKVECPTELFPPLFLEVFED
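Read-out is fluorescence polarization (555 nm excitation, 632 nm emission) of a Texas Red SRC2 coactivator peptide; loss of signal reflects blocked binding to human TRb ligand-binding domain in the presence of 1 uM T3.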
L3MBTL1 block = L3MBTL1 (human) inhibition. Q9Y468. AlphaScreen L3MBTL1–H3K9me1 peptide binding. Potency, µM (titrated, usually from 57.1 µM), for inactives: at the highest dose activity, negative = inhibition, most hits filed as inhibitors. 0.66% of 230,000 active. AID 485360; also: % is scaled to controls: 0 for no effect and ±100 for the full control effect; nearly all actives have a fitted effect of over 60% in size
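Displacement of a biotinylated histone H3(1-15) peptide monomethylated at Lys9 (75 nM) from L3MBTL1 (50 nM) was measured by AlphaScreen after a 30 min room-temperature compound incubation; cefsulodin titration served as intraplate control.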
Tau FP inhib = tau fibrillization inhibition (FP) | Potency, µM (titrated, usually from 57.7 µM), inactives show at the top dose activity, negative = inhibition, usual class: inhibitors | 0.39% of 280,000 active | K18 P301L tau heparin fibrillization, Alexa594 FP, 6 h | P10636; also: % is scaled to controls: 0 for no effect and ±100 for the full control effect; nearly all actives have a fitted effect of over 55% in size
Target sequence (P10636 561-689 P618L limits assumed): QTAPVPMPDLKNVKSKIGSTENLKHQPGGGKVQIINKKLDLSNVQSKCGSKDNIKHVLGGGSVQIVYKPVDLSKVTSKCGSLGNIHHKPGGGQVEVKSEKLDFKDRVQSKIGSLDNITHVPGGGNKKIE
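Human tau K18 […] P301L fragment, 15 uM unlabeled plus 0.24 uM Alexa 594-labeled tau (final), with compound and 20 uM heparin in 100 mM sodium acetate pH 7; 6 hr at 37 C, then Alexa 594 FP read.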
HTT cytoprotect = protects HTT-Q103 PC12 cells, measured by ATP; PC12 HTT-Q103 induced, cytoprotection, ATP luminescence, 40 h; Potency, µM (titrated, usually from 56.4 µM), for the others: cytoprotection (ATP increase), usual class: activators; 0.14% of 230,000 active; AID 1471;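 also: % of control where 0% means no effect; nearly all actives have a fitted effect of over 45% in size; toxic huntingtin expression switched on by the ecdysone agonist tebufenozide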
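Compounds added alongside 100 nM tebufenozide, which induces toxic Q103 huntingtin exon 1-GFP in stable PC12 cells; surviving cells quantified by luminescent ATP measurement. Medium: phenol red-free DMEM, 5% equine and 5% calf serum.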
Tau ThT inhib = blocks human tau fibril formation measured by thioflavin T. recombinant tau K18 P301L, heparin-induced fibrillization, ThT fluorescence. 2.1% of 270,000 active. P10636. Potency, µM (series often up to 57.4 µM), inactives show top-dose activity, negative = inhibition, most hits filed as inhibitors; also: % is scaled to controls: 0 for no effect and ±100 for the full control effect; nearly all actives have a fitted effect of over 55% in size
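Fibril formation assay: tau K18 P301L at 15 uM with trace Alexa 594 label, heparin inducer 20 uM, pH 7 sodium acetate buffer, 37 C for 6 hr; endpoint ThT signal.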
Active calls of the source: *; i = inactive; ? = inconclusive; . = no result given; [ ] = dose if it differs, or a comment. Unless noted, calls follow the shape of the dose curve; as a rule, active = well fitted curve in the direction sought with a large enough effect; inconclusive = small, poorly fitted or top-dose-only effect, or another doubt; inactive = no such curve, though single readings can be large; an effect the other way counts as inactive or inconclusive. Potency is read from the fitted curve at half-maximal effect.

SMILES,TexasRed fluor,Tau fluor cs,RECQ1 helicase,TRb-SRC2 inh,L3MBTL1 block,Tau FP inhib,HTT cytoprotect,Tau ThT inhib
CCOc1ccc(Nc2cc(C)c(C#N)c3nc4ccccc4n23)cc1,-1%,-4%,.,5%,.,4%,.,4%
Cc1cc(/C=C2\C(=O)NN(c3ccccc3)C2=O)c(C)n1-c1ccccc1O,-9%,?,i,4%,.,11%,7%[10 µM],?
CCC(c1nnnn1C1CCCC1)N1CCN(c2cccc(OC)c2)CC1 (configuration not stated),-2%,-8%,-9%,4%,-23%,16%,5%[10 µM],-9%
Cc1cc(/C=C2\Sc3ccccc3N2C)cc(C)[n+]1CC1CCCO1 (configuration not stated),-5%,-8%,?,-2%,1%,4%,-62%[inhibitor][10 µM],-10%
O=C(COC(=O)/C=C/c1ccc([N+](=O)[O-])cc1)NC(c1ccccc1)c1ccccc1,-5%,-8%,i,-5%,1%,4%,-5%[10 µM],3%
COc1cccc(NC(=O)C(Sc2nnc(-c3ccncc3)n2-c2ccc(Cl)cc2)c2ccccc2)c1 (configuration not stated),-1%,-6%,i,5%,-18%,6%,11%[10 µM],-5%
CC1=C(C(=O)OC(C)C)C(C2CC=CCC2)NC(=O)N1 (configuration not stated),2%,-3%,-1%,-7%,2%,7%,11%[1.9 µM],0%
COc1cccc(OC)c1C(=O)Nc1ccccc1C(=O)N1CCOCC1,1%,7%,i,3%,21%[11.4 µM],3%,-18%[0.074 µM],7%
O=C(NCCC1=CCCCC1)c1ccc2c(c1)N(Cc1ccc(Cl)cc1)C(=O)c1ccccc1S2(=O)=O,-1%,-20%,.,3%,.,-15%,.,4%
CSc1cccc(NC(=O)CN2CCN(Cc3ccccc3C)S2(=O)=O)c1,-1%,?,.,-5%,.,-5%,.,-7%
O=C(c1cccc2ccccc12)N1CCN(c2ccc([N+](=O)[O-])c(NCc3ccco3)c2)CC1,0%,-14%,-15%,-1%,-2%,-7%,-37%[10 µM],?
Cc1sc2nc(CSc3ccc([N+](=O)[O-])cc3)[nH]c(=O)c2c1C,0%,?,-8%,-1%,8%,-5%,12%[10 µM],-13%

Next part
SMILES,TexasRed fluor,Tau fluor cs,RECQ1 helicase,TRb-SRC2 inh,L3MBTL1 block,Tau FP inhib,HTT cytoprotect,Tau ThT inhib
N/C(COc1ccc(Cl)cc1Cl)=N\NS(=O)(=O)c1ccccc1,0%,-10%,-3%,-8%,-6%,11%,9%[10 µM],-13%
COC(=O)c1sccc1NC(=O)CSCCc1ccncc1,-1%,-13%,-5%,-1%,.,-1%,21%,-15%
O=C(C1=C[C@H](c2ccc3c(c2)OCO3)C[C@H](OCCCCO)O1)N1CCN(Cc2ccccc2)CC1,-2%,-11%,-20%,-14%,3%,-5%,7%[10 µM],?
N#CC(c1ccc(Cl)cc1)c1nc2ccccc2nc1C(F)(F)F (configuration not stated),-3%,-19%,-9%,4%,-4%,-8%,-26%,-7%
O=C(CCS(=O)(=O)c1cccc2nonc12)NC1CCCCCC1,0%,1%,-14%,-10%,.,2%,14%,-2%
COC(=O)c1cccc(Cn2c(Cl)c(/C=N/Nc3ccccc3C)sc2=O)c1,-2%,?,i,2%,-22%,-10%,.,?
COc1ccccc1C(=O)N1CCN(C(=O)c2ccncc2)CC1,-5%,19%,-15%,-4%,0%[11.4 µM],4%,-5%,13%
CC(C)(C)C1CCC(=NNS(=O)(=O)c2ccc(Br)cc2)CC1 (configuration not stated),2%,-11%,-4%,6%,5%,-6%,25%[10 µM],-10%
CN(Cc1nc(-c2cccs2)no1)CC1COCCO1 (configuration not stated),0%,1%,2%,-5%,11%,0%,3%[10 µM],-5%
CN(N=Nc1cccc([N+](=O)[O-])c1)c1cccc([N+](=O)[O-])c1,-2%,?,-2%,1%,.,-3%,-3%,-13%
CC(=O)C1=C(Nc2ccccc2)CC(C)(O)C(C(C)=O)C1c1ccccc1 (configuration not stated),1%,-7%,i,-1%,9%,-1%,1%[10 µM],-8%
S=C(NCc1ccccc1)N1CCc2ccccc2C1,-5%,?,-6%,-3%,.,?,-21%,-7%

Next part
SMILES,TexasRed fluor,Tau fluor cs,RECQ1 helicase,TRb-SRC2 inh,L3MBTL1 block,Tau FP inhib,HTT cytoprotect,Tau ThT inhib
CCC(=O)Nc1cc(-c2nc3ccccc3s2)c(Cl)cc1Cl,35µM*[quencher],0%,.,-11%,.,-8%,.,3%
O=C(CCc1nc2ccccc2s1)NCc1ccccc1F,-1%,-10%,-5%,3%,.,4%,-20%,?
COc1ccc(S(=O)(=O)Nc2c(C)nc3nc(C)[nH]n3c2=O)cc1,-1%,-8%,.,-2%,.,-12%,.,-4%
O=C(OCC(=O)N1CCN(c2ccccc2)CC1)c1ccco1,0%,-5%,6%,-11%,.,-10%,6%,-19%
CN1CCN(CC(O)COC(c2ccccc2)c2ccccc2)CC1 (configuration not stated),0%,5%,i,6%,3%,3%,-1%[10 µM],0%
Cc1ccc(NC(=O)CSc2ccc3nnc(CCNC(=O)c4ccccc4)n3n2)c(C)c1,0%,3%,-8%,-4%,5%,0%,28%[10 µM],5%
COc1cc(NC(=O)c2ccno2)cc(C(=O)Nc2cccc(C(F)(F)F)c2)c1,-2%,?,i,-1%,.,?,-5%[10 µM],-9%
O=C(CSc1nc2ccccc2c(=O)[nH]1)Nc1ccc(C(=O)O)cc1,1%,-2%,16%,0%,-5%,-2%,-40%[inhibitor],-8%
CCCSc1nc2sc3c(c2c(=O)n1-c1ccccc1)CCC(C)C3 (configuration not stated),-1%,-9%,.,-8%,.,-12%,.,?
Cc1cccc(OCCC(=O)N(C)CC(=O)Nc2cccc3ccccc23)c1,0%,-17%,1%,-15%,7%,2%,12%[10 µM],-10%
CSc1ccccc1NC(=O)c1ccccc1C,-4%,-3%,i,5%,-4%,-6%,-19%,0%
O=C(NCC(c1ccc(Cl)cc1)N1CCCCC1)c1ccccc1F (configuration not stated),4%,-17%,.,0%,.,-5%,.,-10%

Next section
SMILES,TexasRed fluor,Tau fluor cs,RECQ1 helicase,TRb-SRC2 inh,L3MBTL1 block,Tau FP inhib,HTT cytoprotect,Tau ThT inhib
Cc1ccc(NS(=O)(=O)c2cc3c4c(cccc4c2)C(=O)NC3=O)cc1,-1%,-8%,-5%,9%,16%,0%,-38%[inhibitor],7%
O=C(NCc1ccccc1)C(c1ccccc1)N(Cc1cccs1)C(=O)c1cnccn1 (configuration not stated),1%,-5%,i,-5%,9%,-2%,1%,-7%
S=c1[nH]nc(-c2ccccn2)n1/N=C/c1ccccc1,-1%,-3%,i,-1%,?,5%,.,2%
COC(=O)C1=C(CSc2nc3ccccc3o2)NC(=O)NC1c1cc(C)ccc1C (configuration not stated),-3%,-6%,-9%,-8%,.,4%,23%[0.074 µM],-13%
CCOC(=O)C1(Cc2ccc(OC)cc2)CCN(C(=O)c2cc3ccccc3[nH]2)CC1,-2%,-23%,-25%,4%,.,-15%,-39%[inhibitor],?
Cc1ccc(-n2c(Cn3cnc4ccccc43)nnc2SCC(=O)O)cc1,-3%,4%,-1%,-4%,3%,13%,14%[10 µM],-2%
O=C(NNc1nc2ccccc2s1)c1ccc(F)cc1,0%,14%,-2%,8%,15%,4%,2%[10 µM],-10%
Cc1ccc(S(=O)(=O)N(C)C)cc1NC(=O)COC(=O)/C=C/c1cnc2ccccc2n1,1%,-10%,0%,0%,5%,6%,-22%,-12%
CC12CN3CC(C)(CN(C1)C3c1cc3ccccc3[nH]1)C2=O (configuration not stated),2%,-7%,i,-2%,6%,-2%,-23%[10 µM],2%
Cc1[nH]n(-c2ccccc2)c(=O)c1C(=O)c1ccccc1,0%,1%,-3%,9%,7%,-8%,-14%[10 µM],-1%
O=C(COc1cccc2ccccc12)N/N=C/c1ccccc1OCc1ccc(C(=O)O)cc1,2%,-4%,-1%,11%,.,3%,-23%,?
C/C=C/C=C/C(=O)N1CC2(CC(c3cccc(NC(=O)CCCCC)c3)=NO2)C[C@H]1C(N)=O (some centres not stated),-1%,15%,?,3%,.,-4%,1%[10 µM],0%

Brought forward from above: 4 entries, then new ones.
SMILES,TexasRed fluor,Tau fluor cs,RECQ1 helicase,TRb-SRC2 inh,L3MBTL1 block,Tau FP inhib,HTT cytoprotect,Tau ThT inhib
CC12CN3CC(C)(CN(C1)C3c1cc3ccccc3[nH]1)C2=O (configuration not stated),2%,-7%,i,-2%,6%,-2%,-23%[10 µM],2%
Cc1[nH]n(-c2ccccc2)c(=O)c1C(=O)c1ccccc1,0%,1%,-3%,9%,7%,-8%,-14%[10 µM],-1%
O=C(COc1cccc2ccccc12)N/N=C/c1ccccc1OCc1ccc(C(=O)O)cc1,2%,-4%,-1%,11%,.,3%,-23%,?
C/C=C/C=C/C(=O)N1CC2(CC(c3cccc(NC(=O)CCCCC)c3)=NO2)C[C@H]1C(N)=O (some centres not stated),-1%,15%,?,3%,.,-4%,1%[10 µM],0%
O=C(Nc1ccccc1)Nc1ccc(Br)c(Cl)c1,3%,?,-22%,2%,11%,14µM*,-10%[0.074 µM],?
Cc1cccc(Nc2nnc(SCC(=O)Nc3ccccc3[N+](=O)[O-])s2)c1C,-3%,-5%,-2%,-5%,-28%,-9%,25%[10 µM],1%
CC[C@]12CCCN3CCc4c(n(c5ccccc45)C(=O)C1)C32 (some centres not stated),-1%,-9%,-6%,-3%,-7%,-1%,3%[10 µM],-13%
NC1=NC(=O)/C(=C\c2ccsc2)S1,-1%,-13%,-2%,-5%,-4%,-5%,-9%[10 µM],-16%
CCN(CC)C(=O)CSc1nnc(CCNC(=O)OC(C)(C)C)o1,-4%,4%,-3%,5%,-2%,4%,-16%,7%
OC/C=C/c1ccc(O)c(O)c1,-5%,-17%,?,-7%,.,-5%,.,-16%
COc1cccc(-c2cc3c(-n4cccc4)ncnc3o2)c1,-3%,?,-8%,-4%,-1%,-9%,-16%,?

Screening data as filed in PubChem.

This is a subset; the hit share may differ from the screen's.
